LYP phosphatase – PTPN22 lymphoid phosphatase activity blockers – biochemical, fluorescence intensity, uHTS (AID 1779); inhibition, % at 11.5 µM, or IC50 in µM where a hit was titrated; recombinant LYP phosphatase, fluorescence intensity; higher % means a stronger effect; 290,000 tested, 0.054% active; in the data active means inhibition above about 50%;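 further: plate controls were vehicle with enzyme for no effect and no enzyme for full effect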
NTR1 agonist – NTR1-driven beta-arrestin-GFP spot formation – imaging, U2OS cells, high content, primary screen (AID 493036); P30989; agonist mode; activation, % at 20 µM; 330,000 tested, 0.17% active;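 active means activation at or above 40% of the spot to cytoplasm intensity ratio, with at least 20 cells analyzed; inconclusive means wells under 20 cells, flagged as cytotoxic or low count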;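 further: 0% = DMSO without peptide and 100% = 100 nM NTR1 peptide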
Target sequence (P30989 whole entry, looked up): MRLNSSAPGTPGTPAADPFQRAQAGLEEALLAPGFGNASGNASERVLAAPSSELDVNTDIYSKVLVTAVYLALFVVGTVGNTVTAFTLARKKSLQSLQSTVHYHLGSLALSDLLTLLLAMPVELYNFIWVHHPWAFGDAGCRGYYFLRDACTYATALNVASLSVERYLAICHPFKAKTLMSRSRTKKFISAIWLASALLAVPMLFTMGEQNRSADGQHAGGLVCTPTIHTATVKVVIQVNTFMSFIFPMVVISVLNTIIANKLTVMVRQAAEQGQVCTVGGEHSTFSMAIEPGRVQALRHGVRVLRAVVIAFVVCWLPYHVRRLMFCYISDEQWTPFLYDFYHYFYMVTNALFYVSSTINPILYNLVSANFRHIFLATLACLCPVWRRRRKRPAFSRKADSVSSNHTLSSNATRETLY
RSV antiviral HEp-2 – RSV antiviral activity via CPE protection, HEp-2 cells, primary 10 µM value included (AID 2391); HEp-2 cells, RSV-induced CPE inhibition; higher % means a stronger effect; CPE inhibition, % at 10 µM; hits with a dose series show IC50 in µM; 310,000 tested, 0.13% active; in the data active means a potency from the dose series; inconclusive means CPE inhibition mostly from about 23% at the one dose, without a potency; inactive means the rest, 99 in 100 with CPE inhibition below about 21%; further: strong numbers were not always called active
AID2073 – disruptors of CaV2.2 binding to Mint1 – biochemical, HTRF (AID 2073) | HTRF protein-protein interaction, Mint1-CaV2.2; higher % means a stronger effect | 290,000 tested, 0.19% active | inhibition, % at 20 µM; hits with a dose series show IC50 in µM; in the data active means inhibition mostly above about 51%, no sharp cut-off; inconclusive means no clear call, values can overlap the other calls; inactive means mostly below about 53%; further: some results filed as inactive read as strong as hits
GPR35 antagonists – GPR35 antagonists blocking zaprinast-driven arrestin recruitment, primary screen, imaging, U2OS, beta-arrestin-GFP, zaprinast agonist (AID 2058) | U2OS GPR35 beta-arrestin-GFP translocation imaging, zaprinast antagonism; higher % means a stronger effect | inhibition, % at 10 µM, or IC50 in µM where a hit was titrated | 290,000 tested, 0.052% active;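 active means inhibition of at least 50% with at least 30 cells and total cytoplasm GFP at most 10,000,000; inconclusive means under 30 cells or total GFP of 10,000,000 plus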
Autophagy HCS – autophagy modulation, high-content screen; AID 463193; calls only at 10 µM (by protocol); MEF GFP-LC3 puncta imaging; test concentration mostly 10 µM; 190,000 tested, 0.98% active;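 active means percentage of spot-positive cells more than 3 SD above its plate mean, without a fluorescence outlier flag or 80% toxicity; inconclusive means no clear call, values can overlap the other calls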;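 further: spot-positive cell cutoff set from DMSO-treated cells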
K1F lysis inhibition – inhibition of K1F phage lysis, E. coli UTI89, bacterial capsule biogenesis inhibitors, alamar blue (AID 488966) | 340,000 tested, 0.02% active | inhibition, % at 100 µM, or IC50 in µM where a hit was titrated | E. coli UTI89 K1F phage lysis, alamar blue, 2 h; higher % means a stronger effect;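 active means phage lysis inhibition, versus mean bacterial control, above a set limit; inconclusive means no clear call, values can overlap the other calls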;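 further: capsule biogenesis inhibitors block K1F phage lysis so surviving cells raise fluorescence; higher fluorescence means more inhibition of phage lysis; actives were called in the ten point dose series up to 300 µM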
Dengue-2 NS5 capping – flavivirus cap methylation enzyme inhibition – biochemical, confirmation dose response, primary screen (AID 588689) | Dengue-2 NS5 methyltransferase capping enzyme assay, biochemical; higher % means a stronger effect | one-dose inhibition, % at 25 µM; IC50 in µM for titrated hits | 340,000 tested, 0.3% active; in the data active means a potency from the dose series; inconclusive means inhibition above about 29% without an active follow-up result
WT yeast gro inh – growth inhibition of WT yeast, mitochondrial fusion screen | AID 1362 | 190,000 tested, 2.1% active | mitochondrial fusion phenotypic screen, WT strain | inhibition, % at 10 µM; in the data active means inhibition above about 58%; tested in S. cerevisiae
WT yeast gro inh mutant strain – also measured in WT yeast gro inh; calls as there; inhibition, %; mitochondrial fusion phenotypic screen, mutant strain inhibition
Autophagy HCS cell loss 18 h – further read-out of Autophagy HCS, marked with its call; toxicity, %; measured here: cell loss, nuclei count;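 cell loss after 18 h compound exposure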
NTR1 agonist cell count 20 µM – also measured in NTR1 agonist; calls as there; cell count; measured here: cell count, cytotoxicity flag
Dengue-2 NS5 capping pilot replicate – also measured in Dengue-2 NS5 capping; calls as there; inhibition, %; measured here: pilot screen replicate inhibition
Starred values were filed as active, the others as inactive; i = inactive; ? = inconclusive; · = no result given; [ ] = dose if it differs, or a comment.

SMILES | LYP phosphatase | NTR1 agonist | NTR1 agonist cell count 20 µM | RSV antiviral HEp-2 | AID2073 | GPR35 antagonists | Autophagy HCS | Autophagy HCS cell loss 18 h | K1F lysis inhibition | Dengue-2 NS5 capping | WT yeast gro inh | WT yeast gro inh mutant strain | others
CN1CCN(CCCNC(=O)c2ccc(/C=C3\Sc4ccccc4N(Cc4ccccc4F)C3=O)cc2)CC1 | -20.9% | · | · | · | 11.9% | 14.1% | i | -5.9 | -0.7% | -14.7% | 49.0 | 11.4
CCSc1nc2c(sc3nc(C)cc(C)c32)c(=O)[nH]1 | -4.6% | 0.8 | 83 | · | 5.7% | 4.8% | i | -1.5 | · | · | 20.3 | 5.6
CC(c1nccs1)N(C)C(=O)CCc1nnc(CCc2ccccc2)o1 (centres undefined) | -4.9% | -1.3 | 71 | 0.8% | -12.8% | 0.7% | i | -5.6 | -0.1% | -10.3% | 1.6 | -11.5
O=C(c1cc(COc2ccc(F)cc2F)on1)N1CC2C[C@@H]3CC1C[C@H](C2)C3 | -11.9% | 6.0 | 76 | ? | -0.6% | -13.9% | · | · | 1.1% | -1.8% | · | ·
Cc1ccc(OCC(=O)Nc2nc(-c3ccccn3)cs2)c(C)c1 | · | 3.4 | 46 | -1.5% | · | · | · | · | 0.9%[50 µM] | 1.5% | · | ·
C/C(=N/NC(=O)c1ccco1)c1cccc(NC(=O)c2ccc(C)s2)c1 | 30.0% | 0.7 | 66 | 11.4% | -3.2% | 4.3% | i | -2.0 | 0.0% | 0.6% | 4.2 | -14.6
N#Cc1nc(Cc2cccc3ccccc23)oc1N1CCN(c2ccccc2)CC1 | 4.6% | 2.1 | 45 | 9.0% | 4.0% | -11.3% | i | -7.3 | 7.1% | 2.4% | 7.3 | -11.1
COc1ccc(C(=O)COC(=O)c2cc(C)no2)c(OC)c1 | · | 0.6 | 67 | 0.0% | · | · | · | · | 0.9%[50 µM] | -8.9% | · | ·
CCn1c(/C=C/c2c[nH]c3ccccc23)nc2ccccc2c1=O | -1.8% | 0.0 | 41 | -0.5% | 12.4% | 4.7% | i | 3.4 | 2.5% | 0.8% | 4.0 | -0.8
N#C/C(=N\Nc1ccc(F)cc1)C(=N)N1CCCCC1 | -6.3% | -0.4 | 32 | 1.0% | -6.1% | 4.5% | i | -4.5 | 1.7%[50 µM] | -4.1% | 11.9 | 9.7

2 compounds drawn at random from those above:
SMILES | LYP phosphatase | NTR1 agonist | NTR1 agonist cell count 20 µM | RSV antiviral HEp-2 | AID2073 | GPR35 antagonists | Autophagy HCS | Autophagy HCS cell loss 18 h | K1F lysis inhibition | Dengue-2 NS5 capping | WT yeast gro inh | WT yeast gro inh mutant strain | others
COc1ccc(C(=O)COC(=O)c2cc(C)no2)c(OC)c1 | · | 0.6 | 67 | 0.0% | · | · | · | · | 0.9%[50 µM] | -8.9% | · | ·
Cc1ccc(OCC(=O)Nc2nc(-c3ccccn3)cs2)c(C)c1 | · | 3.4 | 46 | -1.5% | · | · | · | · | 0.9%[50 µM] | 1.5% | · | ·

Next section.
SMILES | LYP phosphatase | NTR1 agonist | NTR1 agonist cell count 20 µM | RSV antiviral HEp-2 | AID2073 | GPR35 antagonists | Autophagy HCS | Autophagy HCS cell loss 18 h | K1F lysis inhibition | Dengue-2 NS5 capping | WT yeast gro inh | WT yeast gro inh mutant strain | others
COc1ccc(OCC(=O)Nc2ccc(N3CCOCC3)c(Cl)c2)cc1 | -0.1% | -1.1 | 67 | 3.2% | -3.4% | -13.7% | i | 2.9 | 1.5% | -6.5% | 10.4 | 11.4
COc1ccc2c(c1)C(=O)CCC2c1ccccc1 (centres undefined) | -5.7% | -0.2 | 51 | 1.9% | -1.3% | -1.7% | · | · | 0.1% | -3.3% | · | · | Dengue-2 NS5 capping pilot replicate=-2.4
CCOC(=O)c1c(C)[nH]c(C(=O)COC(=O)COc2ccccc2C)c1C | 1.2% | 0.3 | 87 | 6.5% | 3.7% | 2.3% | i | -0.7 | 0.4% | · | -15.6 | -2.8
CCN(c1ccccc1)S(=O)(=O)c1ccc(N2CCN(c3ccccc3O)CC2)nc1 | · | 0.7 | 51 | 7.8% | · | · | · | · | -0.7%[50 µM] | -4.4% | · | ·
CC(C)(C)NC(=S)NCC1CC1 | -7.4% | -0.1 | 59 | 1.1% | -0.7% | -6.0% | · | · | -2.1% | 7.0% | · | ·
S=c1[nH]nc(-c2ccc3ccccc3n2)n1-c1ccc2ncccc2c1 | -3.8% | 0.0 | 38 | 5.5% | 2.9% | 3.8% | i | 12.7 | 9.6% | 2.2% | 17.3 | 15.6
CCCNC(=O)CCc1c(C)nc2nc(C)nn2c1C | -7.3% | -0.8 | 66 | 1.9% | -12.2% | -1.6% | i | 1.5 | -0.1% | -10.7% | -5.0 | 2.0
COc1ccccc1N1CCN(C2CC(=O)N(c3cccc(Br)c3)C2=O)CC1 (centres undefined) | -2.1% | 0.5 | 52 | 0.7% | 8.8% | 1.1% | · | · | 0.0% | -11.2% | · | · | Dengue-2 NS5 capping pilot replicate=-6.1
COc1cc(CNC(=O)CCCCCCC(C)C)ccc1O | · | 2.9 | 66 | -1.1% | · | · | · | · | -3.1% | -1.5% | · | ·
O=C(CCNC(=O)Cn1cnc2ccccc2c1=O)NCC1CCCO1 (centres undefined) | 0.4% | 0.6 | 69 | 0.8% | -8.8% | -9.5% | i | -5.9 | 0.1% | -1.4% | -8.9 | -9.2
O=C(CN(C(=O)CCC(=O)Nc1ccccn1)c1ccc2c(c1)OCO2)NCc1ccc(F)cc1 | -13.1% | -1.4 | 43 | 1.6% | 5.2% | -2.1% | · | · | -0.1% | -8.3% | · | ·
c1cncc(-c2nc3ccccc3o2)c1 | -5.9% | -1.3 | 59 | 1.4% | 28.2% | 4.1% | i | 65.7 | -0.3% | -5.5% | 23.2 | 32.9
CCCSc1ccc(C(=O)Nc2ccc(Cl)cc2)cn1 | -5.8% | 0.8 | 25 | 4.8% | 17.6% | -3.6% | i | 10.7 | -1.3% | -8.0% | 2.2 | 2.1
C[C@H](NC(=O)[C@@H]1Cc2ccccc2CN1)C(=O)Nc1ccc2c(c1)OCCO2 | -0.4% | 0.4 | 58 | 0.1% | -5.1% | -10.5% | · | · | -0.1% | 0.0% | · | ·
CC(=O)Nc1ccc(S(=O)(=O)NC2CC(=O)N(c3ccc(C)cc3)C2)cc1 (centres undefined) | · | 1.0 | 58 | -0.5% | · | · | · | · | 1.9%[50 µM] | -8.8% | · | ·
CCOc1ccc(OCCCC(=O)ON=C(N)c2ccccc2Cl)cc1 | · | 0.7 | 48 | 0.7% | · | · | · | · | 0.6%[50 µM] | -4.4% | · | ·
O=C(Nc1ccccn1)c1ccc2ccccc2c1O | -3.3% | 1.9 | 67 | 4.3% | -4.1% | 6.7% | · | · | -0.6% | -0.8% | · | ·
NC(=O)NC(Cc1ccccc1)C(=O)NCCCSc1ccccc1 (centres undefined) | -11.7% | 2.3 | 43 | 0.4% | 10.0% | -7.8% | · | · | 0.3% | 9.8% | · | ·
OCC[C@@H]1C[C@H](O)[C@@H](O)[C@]2(CCc3ccccc3CO2)O1 | -6.0% | -3.8 | 78 | 0.8% | 10.4% | -8.6% | · | · | -0.1% | -3.1% | · | ·
Cc1cc(C)cc(N(C(=O)C2CCCC2)C2C=CS(=O)(=O)C2)c1 (centres undefined) | -0.2% | 0.0 | 44 | 0.8% | -11.7% | 13.1% | i | -0.6 | 0.2% | -2.8% | -25.2 | -8.0
COc1ccc(NC(=O)c2sc3cc(C(F)(F)F)cnc3c2-c2cccs2)cc1 | 1.3% | 1.6 | 53 | 0.4% | -1.2% | -8.9% | i | 0.4 | 0.7% | -4.8% | 2.1 | 16.9
COc1ccc(-c2nn(-c3ccccc3)cc2/C=N/NC(=O)c2ccc3c(c2)OCO3)cc1 | 3.6% | 0.9 | 54 | 9.1% | 16.9% | -11.7% | i | -3.3 | · | · | 11.2 | -14.1
CCOc1ccccc1NC1=NCC(=O)N1Cc1ccc(F)cc1 | -15.1% | 1.8 | 50 | -0.6% | -2.1% | -3.1% | i | 13.6 | 0.2% | -1.4% | -0.8 | -25.1
Cc1ccc(-c2nnn(CC(=O)N(c3ccccc3F)C(CC(C)C)C(=O)NCC3CCCO3)n2)cc1 (centres undefined) | 6.5% | 1.1 | 66 | 2.5% | -4.3% | 4.3% | i | 0.4 | 0.6% | -2.0% | 29.5 | 17.6 | Dengue-2 NS5 capping pilot replicate=3.0
O=C(O)CSc1nc2c(c(C(F)(F)F)n1)CCc1ccccc1-2 | -1.7% | 1.4 | 33 | 1.1% | -2.5% | 16.7% | i | 4.7 | 1.3% | -3.0% | -15.1 | 7.1
O=[N+]([O-])c1ccc2c(c1)C(O)n1nc(-c3ccc(Cl)cc3Cl)nc1S2 (centres undefined) | -9.1% | -0.5 | 35 | 6.0% | 3.5% | -2.4% | i | -2.0 | -0.2% | 11.8% | 7.9 | -2.3
COc1ccc(-c2nc(CN3CCC(C(=O)N4CCOCC4)CC3)c(C)o2)c(OC)c1 | -11.6% | -0.3 | 85 | 0.5% | 0.3% | 15.0% | · | · | 0.1% | 4.5% | · | ·
Cc1nnc(SCC(=O)Nc2nccs2)[nH]c1=O | 0.3% | 0.5 | 53 | 0.2% | -17.2% | 0.9% | i | 12.3 | 0.1% | 5.5% | -3.0 | -9.2
CC(=O)NC1=NC(=O)/C(=C/c2cc(C)n(-c3ccc(NC(C)=O)cc3)c2C)S1 | -3.0% | -0.8 | 54 | 7.2% | 30.5% | -12.2% | i | -27.3 | 0.2% | -66.1% | 3.3 | -10.0
Nc1[nH]nc2ncc3cc4ccccc4nc3c12 | -8.2% | 1.7 | 54 | ? | 16.7% | 12.3% | i | -12.0 | 0.4% | -3.0% | -0.6 | -6.0
O=C(Cn1cnc2c(NC(=O)OCc3ccccc3)ncnc21)NCc1ccccn1 | · | -0.9 | 58 | 0.5% | · | · | · | · | 2.8% | -8.2% | · | ·
CCOc1ccc(S(=O)(=O)NCCC(=O)NCC(c2ccco2)N2CCCCC2)cc1 (centres undefined) | · | 0.8 | 62 | -0.8% | · | · | · | · | 0.6%[50 µM] | 2.3% | · | ·
Cn1c(/C(C#N)=C(\O)c2cccc(F)c2)nc2ccccc21 | 6.0% | -1.5 | 58 | 1.3% | 3.5% | 2.5% | · | · | 0.5% | 1.9% | · | ·
Cc1cccc(N2CCN(c3ccc(NC(=O)/C=C(/C(=O)O)c4ccccc4)cc3)CC2)c1 | 2.2% | 0.7 | 53 | 0.4% | -9.2% | -1.6% | i | 8.7 | 0.2% | · | 17.1 | 16.9
C[C@@H](CN1C(=O)C(=O)NC[C@@H]1Cc1ccc(O)cc1)NC(=O)Cc1ccccc1 | -16.2% | 4.4 | 80 | -1.2% | 6.8% | 1.2% | · | · | 1.1% | -8.8% | · | ·

Screening results deposited in PubChem BioAssay by several laboratories.
